From PubChem BioAssay
PPC-1+TRAIL kill: compounds killing PPC-1 cancer cells with TRAIL present, primary screen, TRAIL potentiator project, ATPLite luminescence, uHTS | PPC-1 cells + TRAIL, ATPLite viability luminescence | cell killing (% activity), % at 4 µM | 220,000 compounds, 0.41% hits;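 active = cell killing above 50% in the first pass at 4 µM, then a duplicate retest at 5 µM averaging 50% or more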;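 note: plate controls were cells with TRAIL plus DMSO for no effect and medium-only wells lacking cells for full effect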
Wee1 degr inh: Wee1 degradation inhibitors, primary screen, cell-based, HeLa, Wee1K328M-luciferase, luminescence; Wee1-like protein kinase (Homo sapiens), P30291; HeLa Luc-Wee1K328M stability; 100% = proteasome inhibitor MG132 effect; reporter increase, % at 5 µM; 220,000 compounds, 1.2% hits; AID 1321, 2008;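 active = activation above the mean of all tested compounds plus 3 SD, set per screening run, cut at about 8.8% in these data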;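 note: cells exposed to compound for 20 h before luminescence read; 0% = DMSO alone and 100% = MG132 at 30 µM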
TNF death inh: inhibitors of TNF-alpha triggered necroptosis, primary screen, cell-based, Jurkat FADD-/-, single concentration; activation (protection from cell death), % at 10 µM; 220,000 compounds, 0.068% hits; AID 463075, 2010; Jurkat FADD-/- TNF necroptosis rescue, ATP luminescence, 24 h; 0 = TNF only, 100 = no-TNF cells;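 active = activation, meaning protection from cell death, of at least 50% relative to plate controls; inactive = activation below 50%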;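 note: necroptosis triggered by 40 ng/mL TNF-alpha added together with compound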
L929 necroptosis: inhibitors of zVAD-triggered necroptosis, primary screen, L929 cells; viability rescue, % at 10 µM; L929 zVAD necroptosis rescue, ATP luminescence, 24 h; with zVAD 60 µM; 220,000 compounds, 0.38% hits; AID 1377, 2008;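 active = activation, scaled between plate controls, above about 75%, limit read from the data; inactive = activation under that limit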;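 note: 0% = zVAD with DMSO and 100% = DMSO alone without zVAD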
CHOP inhibitor: inhibitors of CHOP promoter induction, primary screen, cell-based, unfolded protein response, luciferase reporter. inhibition, % at 10 µM. CHO-K1 CHOP-promoter luciferase, tunicamycin-induced, 15-18 h. 220,000 compounds, 3.8% hits;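 active = compounds that reduced the stress-induced luciferase reporter signal by more than about 70% of percent inhibition, limit read from the data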;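 note: 0% = tunicamycin plus vehicle and 100% = wells without tunicamycin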
FXIIa inh: human FXIIa protease inhibitors, primary screen, biochemical, 1536-well; Coagulation factor XII (Homo sapiens), P00748; purified FXIIa, Boc-QGR-AMC fluorogenic substrate, 2 h; inhibition, % at 5 µM; 220,000 compounds, 0.3% hits; AID 800, 2007; in the data active = inhibition above about 40%;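 note: 0% = enzyme with no compound and 100% = blank without enzyme; many of its hits are not listed in these tables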
Target sequence (P00748 20-372 limits assumed): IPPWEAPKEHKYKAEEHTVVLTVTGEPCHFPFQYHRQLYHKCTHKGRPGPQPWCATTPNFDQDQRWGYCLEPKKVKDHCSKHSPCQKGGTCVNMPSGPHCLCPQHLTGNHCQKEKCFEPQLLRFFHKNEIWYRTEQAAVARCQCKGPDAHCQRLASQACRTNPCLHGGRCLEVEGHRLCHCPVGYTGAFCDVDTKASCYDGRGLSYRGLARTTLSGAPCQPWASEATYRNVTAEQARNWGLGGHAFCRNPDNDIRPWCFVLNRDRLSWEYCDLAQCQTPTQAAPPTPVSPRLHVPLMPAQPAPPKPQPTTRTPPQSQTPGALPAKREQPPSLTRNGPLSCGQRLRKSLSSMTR
Target sequence (P00748 373-615 limits assumed): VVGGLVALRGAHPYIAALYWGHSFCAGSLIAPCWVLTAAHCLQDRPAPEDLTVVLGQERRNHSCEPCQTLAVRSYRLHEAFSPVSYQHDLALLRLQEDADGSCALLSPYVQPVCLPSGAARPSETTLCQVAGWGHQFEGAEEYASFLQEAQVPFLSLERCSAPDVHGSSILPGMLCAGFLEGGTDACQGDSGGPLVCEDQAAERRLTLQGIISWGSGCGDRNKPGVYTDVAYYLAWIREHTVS
EP2 antag: human EP2 receptor antagonists, primary screen, TR-FRET cAMP, C6 glioma cells | inhibition, % at 25 µM | C6 glioma cells expressing human EP2; cells stimulated with saturating PGE2 | Prostaglandin E2 receptor EP2 subtype (Homo sapiens), P43116 | 260,000 compounds, 0.52% hits;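 active = percent inhibition above 40 after rounding to a whole number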;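 note: rat C6 glioma host cells with rolipram phosphodiesterase inhibitor present; the protocol text gives 20 µM as final concentration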
Target sequence (P43116 whole entry, looked up): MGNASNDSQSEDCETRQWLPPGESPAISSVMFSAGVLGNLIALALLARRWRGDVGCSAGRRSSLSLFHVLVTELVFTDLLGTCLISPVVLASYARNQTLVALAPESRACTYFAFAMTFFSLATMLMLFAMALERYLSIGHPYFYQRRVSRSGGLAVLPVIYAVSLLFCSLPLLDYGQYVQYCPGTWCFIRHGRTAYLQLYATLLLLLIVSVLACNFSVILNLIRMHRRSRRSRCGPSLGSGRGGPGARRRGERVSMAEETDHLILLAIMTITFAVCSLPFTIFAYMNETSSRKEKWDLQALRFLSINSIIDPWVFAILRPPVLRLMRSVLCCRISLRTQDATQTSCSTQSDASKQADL
Tb hexokinase: Trypanosoma brucei hexokinase 1 inhibitors, primary screen, biochemical, G6PDH-coupled NADH absorbance, MLSCN library. recombinant TbHK1, G6PDH-coupled NADH A340. inhibition, % at 10 µM. 220,000 compounds, 0.11% hits. AID 1430, 2008;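 active = inhibition of 50% or more in the single-dose primary screen; inactive = inhibition below 50%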
FXIa inh 1536: human FXIa protease inhibitors, primary screen, biochemical, 1536-well; Coagulation factor XI (Homo sapiens), P03951; purified FXIa, Boc-Glu-Ala-Arg-AMC fluorogenic substrate; inhibition, % at 5 µM; 220,000 compounds, 0.14% hits; AID 798, 2007;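 active = inhibition of at least 40%; inactive = inhibition below 40%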;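 note: fluorescence of freed AMC excited at 355 nm; 0% = enzyme without compound and 100% = no enzyme blank; many of its hits are not listed in these tables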
The depositor's hits bear a star; . = no result given; & = joins results of further samples.

Every second line gives: PPC-1+TRAIL kill	Wee1 degr inh	TNF death inh	L929 necroptosis	CHOP inhibitor	FXIIa inh	EP2 antag	Tb hexokinase	FXIa inh 1536
- CCc1nnc(NC(=O)C2=NN(C3CCS(=O)(=O)C3)C(=O)CC2)s1 (stereo not given)
  14	-1	0.1	4.5	12	3	3	-4	-2
- Nc1nc(N)c(N=Nc2ccc(SCC(=O)O)cc2)c(=O)[nH]1
  1	-1	-1.0	0.1	12	12	10	-13	2
- COc1ccc(Cc2nnc(-c3ccccc3)o2)cc1
  16	5	0.9	1.0	-15	3	5	4	-4
- Cc1ccc(CNC(=O)C2CCN(S(=O)(=O)c3c(C)noc3C)CC2)cc1
  -14	-1	2.4	1.0	25	2	14	-7	-3
- O=[N+]([O-])c1cccc(N2Cc3ccccc3C2)c1
  13	0	-0.4	0.4	-10	7	0	2	-3
- COC(=O)c1[nH]c2ccc(Br)cc2c1NC(=O)CN1CCCCC1CCO (stereo not given)
  4	0	-3.7	-0.1	20	12	20	-10	11
- COc1ccc(NC(=O)Cc2c(Cl)cccc2Cl)cn1
  12	-1	3.5	3.6	-3	2	10	2	-5
- CCCc1nc2ccccc2c(=O)n1/N=C/c1ccc(O)cc1O
  38	-2	-3.7	0.9	69	-1	2	-18	-5
- O=Cc1cccn1-c1cccnc1
  4	0	-0.4	1.1	43	12	8	2	0
- N#CCC(=O)Nc1ccccc1C(=O)O
  -1	-2	2.2	1.2	-1	13	12	-1	-5
- O=C(Cn1sc2ccccc2c1=O)NC12CC3CC(CC(C3)C1)C2
  23	-1	-14	-0.8	90*	10	132*	66*	-4
- O=C(O)CC(=O)Nc1cc(Cl)ccc1O
  -6	1	-0.2	0.8	24	-6	12	-1	7
- Fc1ccc(C2CC(c3ccco3)n3ncnc3N2)cc1 (stereo not given)
  .	0	0.4	0.5	1	16	6	2	7
- O=C(CSc1nnc(CNC(=O)c2cccs2)o1)c1ccccc1
  25	-1	-1.4	-0.8	18	8	7	-3	-1
- O=C(CSc1nnc(Cc2ccccc2)n1-c1cccc(Cl)c1)N1CCOCC1
  16	-2	-1.3	-0.6	28	11	6	3	22
- Cc1nnc(SCC(=O)Nc2ncc3c(n2)CCCC3=O)s1
  -22	0	0.3	-0.6	20	0	13	5	-5
- CC(C)(C)n1nnnc1C(c1ccccc1F)N(Cc1ccco1)CC1CCCO1 (stereo not given)
  16	-2	0.7	0.4	29	13	7	37	2
- COc1ccc(CCn2nnc(-c3ccc(NC(C)=O)c(Cl)c3)n2)cc1
  17	2	0.0	-0.2	-12	16	6	-5	6
- N#Cc1ccc(-c2cccnc2)nc1SCC(=O)Nc1sc2c(c1C#N)CCC2
  13	2	1.5	1.9	56	10	10	-4	1
- Brc1ccc(COn2ccnc2)cc1
  23	1	61*	91*	34	8	0	6	4
- COC(=O)c1cc(OC)c(OC)cc1NC(=O)c1cccc(C)c1
  -3	-1	0.9	2.2	70*	10	7	-16	4
- O=C(COC(=O)c1ccccn1)Nc1nc(-c2cccc([N+](=O)[O-])c2)cs1
  -4	3	-1.4	0.8	0	6	12	4	0
- O=C(CN1C(=O)c2ccccc2C1=O)Nc1ccccc1N1CCOCC1
  9	1	0.0	0.1	9	2	9	-6	-4
- CN(C)C(CNC(=O)CNC(=O)c1ccc(Br)cc1)c1ccccc1 (stereo not given)
  11	-2	0.0	1.2	8	6	8	-10	-2
- COc1cc(-c2nnc(COC(=O)c3c4c(nc5ccccc35)CCCC4)o2)cc(OC)c1OC
  -3	10.0*	-11	0.2	38	9	9	-14	1
- Cc1cc(C(=O)CN2C(=O)NC(CC(C)C)C2=O)c(C)n1-c1ccccc1F (stereo not given)
  -14	3	2.2	2.6	-5	10	7	2	0
- CC(c1ccccc1)N1CCC(CNC(=S)Nc2cccc(Cl)c2)C1 (stereo not given)
  6	3	-1.2	0.7	14	9	6	1	1
- Cc1cc(C)nc(-n2c(Nc3ccccc3)cc(=O)c3c(C)n(-c4ccccc4)c(=O)nc32)n1
  .	2	-0.8	-0.3	.	.	.	-10	.
- CN(C(=O)C1CCOC1)c1nnc(-c2ccncc2)s1 (stereo not given)
  -5	-1	-1.3	-0.2	-21	14	10	4	1
- CC1CCN(C(=S)c2ccccc2O)CC1
  19	3	-0.7	0.0	9	8	6	0	1

The results go on:
Every second line gives: PPC-1+TRAIL kill	Wee1 degr inh	TNF death inh	L929 necroptosis	CHOP inhibitor	FXIIa inh	EP2 antag	Tb hexokinase	FXIa inh 1536
- COC(=O)Cn1c(=NC(=O)c2cc(-c3cccs3)nc3ccccc23)sc2cc(S(N)(=O)=O)ccc21
  33	-2	-1.7	0.0	35	5	6	-9	4
- O=C(NCc1ccncc1)C1=NN(c2ccccc2)C(=O)CC1
  0	0	0.5	8.5	-5	9	2	-5	1
- O=C1c2oc3ccc(F)cc3c(=O)c2C(c2ccccc2)N1CC1CCCO1 (stereo not given)
  -7	0	1.6	-0.4	-5	8	6	-4	-9
- CCCC(O)(CCC)C(=O)NNc1ccccc1
  0	3	-1.1	-0.4	-10	19	14	6	5
- C/C(=N\OCC(=O)NC(C)C)c1cccs1
  0	-2	1.0	0.6	-2	6	8	-1	7
- O=C(CNS(=O)(=O)c1ccc(Br)cc1)N1CCOCC1
  13	3	-0.4	0.0	-25	16	9	3	-1
- Cc1cc(=O)oc2cc(OCC(=O)OCC(=O)N3CCc4ccccc43)ccc12
  1	-2	-1.5	-0.2	.	-2	21	-8	-9
- COc1ccc(-c2c(C)n([O-])c(C)c(C)[n+]2=O)cc1OC
  -9	-1	-0.7	1.3	-8	13	.	-9	-1
- CCN(CC)CCNC(=O)c1ccc(NC(=O)COc2ccccc2F)cc1
  0	-2	1.2	5.5	29	5	2	5	-2
- CN(CC(=O)O)S(=O)(=O)c1cccs1
  -5	0	0.6	1.3	-2	12	12	-7	-1
- COC(=O)c1ccc(COc2ccc(/C=N/Nc3nc(C)cc(=O)[nH]3)cc2)cc1
  2	1	1.2	2.0	-16	5	13	-50	4
- O=S(=O)(c1cnc(Cl)c(Br)c1)N1CCN(c2ncccn2)CC1
  13	0	-2.4	-0.9	-8	7	11	-14	5
- Cc1nn(C)c(C)c1S(=O)(=O)N(CC(=O)N1CCc2ccccc2C1)c1ccc(C(C)C)cc1
  -6	5	-1.0	0.0	42	4	13	-23	-5
- COCCn1c(-c2ccc(F)cc2)nc2oc3cc(OC)ccc3c(=O)c2c1=O
  6	4	-1.5	0.0	11	8	7	-27	-1
- CCc1ccc(N2CC(C)Cn3c2nc2c3c(=O)n(CCN3CCOCC3)c(=O)n2C)cc1 (stereo not given)
  14	5	-9.7	2.9	60	14	19	-7	-15
- COc1ccc(CCN2C(=O)CCC2(C)C(=O)NC2CCCC2)cc1OC (stereo not given)
  7	-1	-0.2	-0.1	42	5	7	1	5
- c1nc2n(n1)C1=C(CCCC1)C1(CCCCC1)N2
  -7	-3	-2.9	0.3	19	8	4	-1	3
- CCn1c(C(O)c2ccc(C)cc2)nc2ccccc21 (stereo not given)
  23	-1	4.1	1.7	25	18	7	-2	4
- Nc1nonc1C(=O)N/N=C/c1ccc(-c2cccc(C(=O)O)c2)o1
  15	5	0.7	0.3	-11	1	2	-26	-3
- Cc1sc2nc(COC(=O)c3cccc(OC(F)F)c3)[nH]c(=O)c2c1C
  16	-4	0.6	-0.1	-7	6	7	-2	0
- CCOC(=O)/C(C#N)=C1/C=CNC(=O)N1
  -10	3	0.9	0.9	9	23	6	-6	3
- Cc1ccc(C(=O)c2cn[nH]c2-c2ccccc2O)cc1
  -5	2	-4.2	-0.1	-30	6	10	5	-5
- Cc1ccc2nc(Cl)c3nnnn3c2c1
  18	-4	-14	1.4	105*	-1	14	-11	-7
- COc1ccc(/C=C/C(=O)c2ccc3c4c(cccc24)CC3)cc1OC
  10	2	3.3	0.9	-64	8	14	-18	6
- O=C(CSc1nnc(-c2ccccc2)n1Cc1ccccc1)NNC(=O)c1ccccc1O
  -3	3	1.4	0.4	2	6	10	9	4
- CC(=O)c1cccc(N(C(=O)c2ccccn2)C(C(=O)NC2CCCCC2)c2cccs2)c1 (stereo not given)
  4	-2	-3.6	-0.3	23	4	-7	1	-7
- CCC(CO)Nc1nc2ccc(Cl)cc2c2ccccc12 (stereo not given)
  26	-1	0.2	8.3	25	10	7	-20	5
- O=C(c1ccc(COc2ccccc2Br)cc1)N1CCCCCC1
  30	2	3.6	45	-10	6	7	-7	0
- CC1CCN(c2ccccc2NC(=S)NC(=O)c2cccs2)CC1
  14	0	-3.6	-0.1	-5	12	11	6	4
- CC1CC(=O)N(CC(=O)Nc2ccc3c(c2)OCCO3)c2ccccc2S1 (stereo not given)
  -16	0	1.0	2.7	18	16	3	3	7

More records follow:
Every second line gives: PPC-1+TRAIL kill	Wee1 degr inh	TNF death inh	L929 necroptosis	CHOP inhibitor	FXIIa inh	EP2 antag	Tb hexokinase	FXIa inh 1536
- Cc1nc2c(C#N)c[nH]n2c(=O)c1CCO
  5	1	1.7	0.0	4	2	2	-7	-5
- COc1ccccc1C(=O)Nc1nc(-c2cccs2)c(NC(C)=O)s1
  49	-2	-0.8	0.9	63	13	4&5	-152	3
- Cc1ccc(Nc2nnc(SCC(=O)Nc3ccc(S(=O)(=O)N4CCOCC4)cc3)s2)cc1
  8	-1	-4.8	0.2	26	5	6	18	-7
- COc1cc(=O)n(C)c2c(O)cccc12
  30	-2	-1.7	-0.7	7	8	16	-10	5
- CCc1ccccc1N(CC(=O)NCCSCc1ccco1)S(C)(=O)=O
  6	-2	0.5	0.6	37	-1	2	2	-4
- O=C(NNC1CC(=O)N(c2ccc(Cl)cc2)C1=O)c1ccco1 (stereo not given)
  3	-1	0.7	0.6	5	4	9	-3	-5
- CSCCCNC(=S)N1CCN(c2ccc(C(C)=O)cc2)CC1
  -6	-3	-1.3	2.7	11	13	7	-36	1
- Cc1ccc(NC(=O)CC(O)(C(F)(F)F)C(F)(F)F)c(Br)c1
  35	6	-0.5	-1.2	37	3	4	3	-7
- COc1ccc(-c2nc(CS(=O)CC(=O)NCc3cccnc3)c(C)o2)cc1 (stereo not given)
  6	-1	-1.1	-0.2	44	8	4	-1	4
- CCOC(=O)CN1CC23C=CC(O2)C(C(=O)O)C3C1=O (stereo not given)
  4	-2	1.1	0.0	-34	14	8&20	-10	3
- CC1=NN(c2ccccc2)C(=O)C1C=Nc1ccc(N(C)C)cc1 (stereo not given)
  5	-2	4.2	0.5	-11	4	8	-26	4
- c1cnc(Oc2ccc3oc4ccccc4c3c2)nc1
  4	1	-1.3	0.2	30	11	7	-1	1
- Cc1ccc(NC(=S)N2CCN(S(=O)(=O)c3c(F)cccc3F)CC2)cc1C
  14	1	0.5	1.7	29	8	5	-1	-3

Profiles, quoted from the list. Order of screens: PPC-1+TRAIL kill	Wee1 degr inh	TNF death inh	L929 necroptosis	CHOP inhibitor	FXIIa inh	EP2 antag	Tb hexokinase	FXIa inh 1536
Results for COc1ccccc1C(=O)Nc1nc(-c2cccs2)c(NC(C)=O)s1 → 49	-2	-0.8	0.9	63	13	4&5	-152	3
Results for COc1cc(=O)n(C)c2c(O)cccc12 → 30	-2	-1.7	-0.7	7	8	16	-10	5

Some of the compounds tested; rates above refer to the full screens.
